STAT1 inh: inhibitors of IFN-gamma induced STAT1 signaling; NIH 3T3 STAT1-luciferase reporter, luminescence; inhibition, % at 5.5 µM; actives 0.35% (n = 200,000); AID 920;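 active = inhibition above a set limit, the mean inhibition across all tested compounds plus 3 SD, cut at about 34% in these data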;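 also: 0% = IFN-gamma with DMSO and 100% = IFN-gamma with 300 µM nifuroxazide; values of inactives mirror those of a sister screen read the other way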
STAT1 act: increases IFN-gamma driven STAT1 reporter signal; activation (% of control), % at 5.5 µM; NIH 3T3 STAT1-luciferase reporter, luminescence; 100% = IFN-gamma alone, no compound; actives 2.6% (n = 200,000);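 active = activation above the screen-wide mean activation plus 3 SD, cut at about 130% in these data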;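 also: raw ratio to IFN-gamma control signal so 100% means no change and 0% no light; values of inactives mirror those of a sister screen read the other way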
STAT3 blocker: STAT3 signaling inhibition. U3A cells, IL-6 STAT3-luciferase reporter, luminescence; host cell line lacks STAT1. inhibition, % at 5.5 µM. actives 0.89% (n = 190,000);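 active = inhibition above the mean inhibition across all screened compounds plus 3 SD, cut at about 44% in these data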;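 also: 0% = DMSO only wells and 100% = 100 µM nifuroxazide control wells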
NF-kB expr up: raises NF-kB expression in human neuronal cells; NF-kB reporter expression; active compounds read high; fold change at 12.5 µM; actives 1.6% (n = 190,000); AID 1239; in the data active = fold change above about 3.3
RAM inhibit: yeast RAM network inhibition; S. cerevisiae dse1pr::URA3 reporter, 5-FOA growth OD615, 2 d; analog-sensitive cbk1-as2 kinase mutant strain; inhibition, % at 50 µM; actives 1.8% (n = 190,000); AID 868;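 active = inhibition above a set limit, 3 SD over mean compound inhibition, cut at about 8.4% in these data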;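 also: 0% = DMSO-only wells with no growth and 100% = 10 µM 1-NA-PP1 full growth; inhibition rescues growth on 5-FOA so higher OD means more RAM inhibition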
STAT3 activator: STAT3 signaling activation; activation (% of control), % at 5.6 µM; AID 871; actives 0.91% (n = 190,000); U3A cells, IL-6 STAT3-luciferase reporter, luminescence; 100% = signal with IL-6 EC80 alone;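 active = activation above the screen-wide mean of compound activation plus 3 SD, cut at about 130% in these data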;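 also: 0% = background luminescence of wells with medium and substrate only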
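Material: human U3A cells carrying STAT3-luciferase construct. Measured by: reporter luminescence signal. Timing: compound 1 h, then IL-6 6 h at 37 °C.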
Hsp70 act: Hsp70 transcriptional activation, primary screen. HeLa Hsp70 promoter luciferase reporter, luminescence; scaled: vehicle 0, proteasome-inhibitor control 100%. activation, % at 10 µM. actives 0.04% (n = 200,000). AID 1203;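 active = activation above the mean across all tested compounds plus 3 SD, cutoff set per campaign, cut at about 5.5% in these data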;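 also: 100% = MG132 at 30 µM as the positive control and 0% = DMSO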
FLuc inhib CS: counter-screen for luciferase assay inhibitors: firefly luciferase inhibition; ATPLite firefly luciferase biochemical luminescence, 10 min; inhibition, % at 10 µM; actives 1.5% (n = 200,000); AID 1006;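 active = inhibition above about 50% when tested at 10 µM, limit read from the data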
Target sequence (P08659 whole entry, looked up): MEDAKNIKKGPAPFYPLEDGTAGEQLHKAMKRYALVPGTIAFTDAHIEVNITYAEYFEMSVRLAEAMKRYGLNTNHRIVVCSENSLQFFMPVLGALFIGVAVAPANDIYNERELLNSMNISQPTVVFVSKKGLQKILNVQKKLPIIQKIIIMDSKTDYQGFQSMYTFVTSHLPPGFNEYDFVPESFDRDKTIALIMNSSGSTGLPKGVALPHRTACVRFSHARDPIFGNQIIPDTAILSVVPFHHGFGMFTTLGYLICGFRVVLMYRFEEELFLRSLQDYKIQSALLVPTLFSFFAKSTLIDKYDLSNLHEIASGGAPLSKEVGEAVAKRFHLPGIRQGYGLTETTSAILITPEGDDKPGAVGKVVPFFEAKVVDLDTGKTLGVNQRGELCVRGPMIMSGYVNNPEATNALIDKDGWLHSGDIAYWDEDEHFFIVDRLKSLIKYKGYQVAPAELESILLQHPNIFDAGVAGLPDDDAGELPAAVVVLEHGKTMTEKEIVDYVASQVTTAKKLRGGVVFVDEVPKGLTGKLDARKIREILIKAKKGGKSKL
APP transl inh: APP translation inhibition; SH-SY5Y APP 5'UTR-luciferase reporter, luminescence; inhibition, % at 2 µM; actives 0.82% (n = 190,000); AID 1285;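 active = inhibition above a set limit, derived from the sample mean plus 3 SD, cut at about 45% in these data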; also: values of inactives mirror those of a sister screen read the other way
APP 5'UTR act: activates APP 5'UTR luciferase reporter; activation, % at 2 µM; AID 1276; SH-SY5Y APP 5'UTR luciferase reporter, luminescence; zero percent = DMSO vehicle wells; actives 1% (n = 190,000);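 active = activation above a set limit, based on mean plus 3 SD of controls, cut at about 140% in these data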; also: values of inactives mirror those of a sister screen read the other way
Numbers without * were called inactive; / = no result given.

canonical_smiles	STAT1 inh	STAT1 act	STAT3 blocker	NF-kB expr up	RAM inhibit	STAT3 activator	Hsp70 act	FLuc inhib CS	APP transl inh	APP 5'UTR act
CC(C)(C)c1cc(N)n(-c2ccc(C(=O)O)cc2)n1	1	98	12	1.1	0.5	91	-0.4	2	12	-12
O=C(/C=C/c1ccccc1)CC(=O)c1ccccc1O	-15	112	16	2.6	7.5	90	0.1	3	-41	41
COc1ccccc1NC(=O)C(Sc1ccccc1)c1ccccc1 (stereo unspecified)	-1	101	-3	0.89	11*	100	0.0	-4	-2	2
CC(=O)NCCC(=O)Nc1sc2c(c1-c1nc3ccccc3[nH]1)CCCC2	6	94	24	0.72	0.7	83	-0.4	-4	3	-3
Cc1ccccc1NC(=S)N1CCN(Cc2ccccc2)CC1	-1	104	2	1.1	0.3	96	-0.3	-3	-11	11
O=C(CSc1nnc2ccccn12)NNC(=O)c1ccc(Br)cc1	-3	100	-2	1.1	1.6	103	-0.1	2	-16	16
CCN(CC)CCNC(=O)c1sc2ncn(CC(=O)Nc3ccc(C)c(Cl)c3)c(=O)c2c1C	-3	102	-14	1	0.4	114	-0.5	-5	-11	11
O=C(NC1CCCCC1)C(c1ccc2ncccc2c1)N(Cc1ccc(F)cc1)C(=O)c1ccc2c(c1)OCCO2 (stereo unspecified)	1	99	5	0.61	0.5	102	-0.3	-7	-2	2
CC1(C)CC(=O)C2=C(C1)N(Cc1ccco1)C(=O)C2(NC(=O)C1CCCCC1)C(F)(F)F (stereo unspecified)	-2	103	-3	0.96	5.3	104	-0.2	-7	-4	4
CCSC1=N/C(=C/c2ccsc2)C(=O)N1c1ccccc1	5	96	10	1.3	12*	95	-0.1	-10	-12	12
COc1ccc(-c2csc(=Nc3c(C)n(C)n(-c4ccccc4)c3=O)n2C(C)(C)C)cc1	-5	104	2	1.2	0.0	101	0.1	-2	8	-7
CC(=O)c1c(C(C)=O)c(C)n(Cc2ccc(Cl)cc2)c1C	16	89	29	0.86	1.1	76	-0.4	-9	30	-30
O=c1cc(N2CCN(c3ccccc3)CC2)[nH]c(=O)n1C1CCCCC1	3	97	21	0.64	1.6	84	-0.2	-3	3	-3
CCOC(=O)Cc1csc(SCC(=O)/C(C#N)=C(\C)N)n1	2	98	4	1.1	-0.7	101	-0.4	0	-1	1
COc1ccccc1Oc1ccc2c(c1)C(=O)N(c1ccc(C)cc1)C2=O	1	99	4	1.1	3.8	104	0.0	-8	12	-12
N=C1C(c2ccccc2)=C(O)CN1c1cccc2ccccc12	-2	102	-12	1.2	1.2	109	0.1	-4	-3	3
O=C(O)CNC(=S)N(Cc1ccccc1F)C1CCCCC1	-4	103	2	1.1	1.1	100	0.3	4	-4	4
CCCn1nnnc1NCc1cccn1C	3	97	12	1.1	2.0	95	-0.5	1	-18	19
CCOC(=O)C1=Nc2ccccc2C1=[N+]=[N-]	3	96	2	0.95	-0.8	104	-0.2	-8	-2	2
CSc1ccccc1C(=O)Nc1cccc([N+](=O)[O-])c1	7	92	10	0.92	-0.2	100	0.5	-1	-9	9
CCCOc1ccc(C2C(=O)N(C3CCCCC3)CC(=O)N2C2CC2)cc1OC (stereo unspecified)	-1	101	6	1	-0.1	103	-0.3	-4	-29	29
Oc1ccccc1CNc1ncc(Br)cc1Br	-5	105	12	1.4	-2.4	93	-0.1	-6	7	-7
Cc1nnc(SCc2ccccc2)nc1/C=C/NOCc1ccc(Cl)cc1Cl	-13	112	-1	1.1	8.5*	107	-0.4	-8	3	-3
CC(C)(C)c1ccc(C(=O)N/N=C/c2ccc(OCCCF)cc2)cc1	-15	112	3	1	1.9	105	0.0	-8	1	-1
CN(c1ccccc1)S(=O)(=O)c1ccc(C(=O)OCC(=O)NCc2ccco2)cc1	1	99	-3	0.95	1.5	101	-0.1	-2	6	-6

2 compounds from above with just FLuc inhib CS, Hsp70 act and APP 5'UTR act.
canonical_smiles,FLuc inhib CS,Hsp70 act,APP 5'UTR act
O=C(/C=C/c1ccccc1)CC(=O)c1ccccc1O,3,0.1,41
CC1(C)CC(=O)C2=C(C1)N(Cc1ccco1)C(=O)C2(NC(=O)C1CCCCC1)C(F)(F)F (stereo unspecified),-7,-0.2,4

More results follow:
canonical_smiles	STAT1 inh	STAT1 act	STAT3 blocker	NF-kB expr up	RAM inhibit	STAT3 activator	Hsp70 act	FLuc inhib CS	APP transl inh	APP 5'UTR act
CCSc1ccc2cc(OC)ccc2[n+]1CC	9	91	-5	1	-0.5	106	-0.4	8	36	-36
Cc1cc(-c2n[nH]c(=S)n2/N=C/c2cc([N+](=O)[O-])ccc2Cl)n[nH]1	5	96	-3	1.1	0.3	105	-0.3	1	35	-35
Cc1cc(CN(C)C(=O)c2cc(COc3ccc(F)cc3Cl)on2)n[nH]1	-22	119	-9	2.1	-0.4	110	0.1	1	-23	23
CCC(Sc1nc(C)cc(C)n1)C(=O)Nc1cc(C)on1 (stereo unspecified)	3	95	3	0.83	1.4	102	-0.1	-5	-19	19
COC(=O)CCCCC1SCC(NC(=O)OC)C1NC(=O)OC (stereo unspecified)	1	99	5	1.3	2.8	101	-0.4	-9	6	-6
CCCc1nccn1S(=O)(=O)c1cc(OC)ccc1OC	10	91	9	0.97	0.7	96	-0.3	-6	3	-3
CC(C)c1nc(C#N)c(NCCCn2ccnc2)o1	0	100	7	1.1	1.1	99	-0.3	-5	3	-3
CCOC(=O)N1CCC(N2C(=O)c3ccccc3C2Nc2c(C)cccc2C)CC1 (stereo unspecified)	1	99	8	0.86	0.9	97	-0.1	-8	-17	17
O=C(CNc1ccccc1)N/N=C/c1ccc2c(c1)OCCO2	-2	102	-4	1.4	1.4	105	-0.2	35	-24	24
Cc1cc(C)c(C)c(S(=O)(=O)Nc2ccccc2C(=O)O)c1C	-1	98	-2	0.99	3.4	106	0.2	6	-8	8
O=C(Nc1ccccc1)Nc1ccccc1C(=O)NCc1ccccc1	-4	104	3	1.1	2.3	103	0.2	9	7	-7
O=C(NCCCN1CCOCC1)c1c(O)c2cc(Br)cc(Br)c2[nH]c1=O	10	87	-5	/	/	106	0.1	-7	-8	8
CCOC(=O)c1sc2nc(SC)nc(-c3ccccc3)c2c1N	11	90	26	1.2	-1.1	81	-0.1	-2	-22	22
COc1ccc(C(=O)/C=C/Nc2ccc(S(=O)(=O)Nc3onc(C)c3C)cc2)cc1	6	95	13	1.3	13*	89	-0.1	17	4	-4
Cc1onc(-c2ccccc2Cl)c1C(=O)OCc1cnc(Cl)s1	6	92	-1	1.3	1.1	105	-0.2	-5	8	-8
S=C(NCc1ccco1)N1CCN(Cc2ccc(Cl)cc2Cl)CC1	1	99	17	0.43	-0.7	94	-0.4	-6	12	-12
Cc1ccc(C(C)C)cc1C(=O)CC1(O)C(=O)N(C)c2ccccc21 (stereo unspecified)	-1	101	-7	1.1	0.7	109	-0.2	-5	-11	11
Fc1ccc(NC(=S)N2CCCc3ccccc32)cc1	5	96	-3	0.64	0.1	113	0.2	-4	-5	5
NC(=O)c1ccc(NC(=O)CCc2nc3ccccc3s2)cc1	-5	105	-30	0.97	0.1	123	-0.3	-8	-5	5
Cn1c(=O)[nH]c(=O)c2c1nc(N1CCN(c3cccc(Cl)c3)CC1)n2CCCc1ccccc1	1	99	5	0.97	3.1	98	-0.3	-7	-10	10
Cc1ccc(NC(=O)CN(C)CC(=O)Nc2ccc(N3CCOCC3)cc2)c(C)c1	-2	105	-4	1	0.8	101	-0.4	-1	16	-16
CCOC(=O)c1ccccc1NC(=O)/C=C/c1cc(OC)c(OC)c(OC)c1	-6	105	12	1.1	8.0	94	-0.2	-3	1	-1
O=[N+]([O-])c1cc(Cl)ccc1N1CCN(c2ccccc2O)CC1	1	97	21	0.84	0.1	90	-0.1	-4	-7	7
Cc1cc(Cl)ccc1OCC(=O)NCCOc1nc(N2CCOCC2)nc(N2CCOCC2)n1	-3	102	11	0.98	0.5	97	-0.2	-7	-5	5
O=C(Cn1c(=O)oc2ccccc21)N(Cc1ccccc1)C1CCS(=O)(=O)C1 (stereo unspecified)	6	95	4	1.4	-0.5	101	-0.2	-10	-6	7

Following part
canonical_smiles	STAT1 inh	STAT1 act	STAT3 blocker	NF-kB expr up	RAM inhibit	STAT3 activator	Hsp70 act	FLuc inhib CS	APP transl inh	APP 5'UTR act
O=C(NCc1ccccn1)C1CCCN(Cc2cnn(-c3ccccc3)c2-n2cccc2)C1 (stereo unspecified)	2	98	2	0.97	0.1	101	0.6	-8	3	-3
Cn1c(=O)c2ncn(CC(=O)Nc3cccc(-c4nc5ccccc5s4)c3)c2n(C)c1=O	-26	120	20	2.1	0.6	90	0.4	43	-65	65
COc1cccc(/C=N/n2c(=S)n(C)c3ccccc32)c1OC	-6	105	26	1.3	1.4	82	-0.2	6	6	-6
Cc1cccc(N/C(=N\S(=O)(=O)c2ccccc2)C(F)(F)F)c1	-4	99	8	1.1	1.7	102	-0.1	-3	1	-1
Cc1ccc(S(=O)(=O)CC2CSc3nc4ccccc4n32)cc1 (stereo unspecified)	34	70	88*	0.91	1.4	32	-0.3	-10	/	/
COc1ccc(NC(=O)C(CCS(C)(=O)=O)NC(C)=O)cc1 (stereo unspecified)	4	96	-3	1	1.9	106	-0.4	-5	-18	18
O=C(O)COc1ccccc1/C=N/NC(=O)Cc1csc(Nc2cccc(C(F)(F)F)c2)n1	1	98	4	1.2	3.2	99	-0.3	-4	-6	6
Cc1cccc2sc(NNC(=O)c3ccc(S(=O)(=O)N4CCCC(C)C4)cc3)nc12 (stereo unspecified)	15	86	-30	0.87	2.8	126	-0.2	1	35	-35
CC(C)n1c(O)c(N=Nc2ccccn2)c2ccccc21	-9	108	-4	0.81	-1.0	103	-0.1	3	-4	4
O=C(CCn1nnc2ccccc21)Nc1nnc(-c2ccccc2F)s1	9	92	2	1	2.7	101	0.1	0	-7	7
COC(=O)Cc1n[nH]c(=S)[nH]c1=O	3	97	-2	1.1	-0.1	104	0.1	-10	50*	-50
CCOC(=O)c1ccc(NC(=O)CC2C(=O)N(c3ccccc3)C(=O)N2CCCOC)cc1 (stereo unspecified)	0	103	1	1.8	3.7	99	-0.5	-8	11	-11
Cc1ccc(Cn2c(NS(=O)(=O)c3ccccc3)nc3ccccc32)cc1	-6	105	11	1.1	1.9	93	-0.2	-4	-12	12
O=S(=O)(c1cccc(NC(=S)N2CCN(c3ccccc3F)CC2)c1)C(F)F	-2	102	10	1.2	3.3	94	-0.2	-4	2	-2
O=C(/C=C/c1ccccc1)Nc1ncn[nH]1	18	84	23	0.74	-0.7	89	-0.4	19	11	-11
Cc1ccc2[nH]c(=O)c(Cc3ccccc3)c(O)c2c1	2	97	4	1	0.7	100	-0.4	-7	9	-9
N#C/C(=C\c1cccs1)C(=O)NCc1ccccc1	-4	104	0	1.4	4.7	99	-0.2	5	-8	8
Cc1ccc(C(=O)/C=C\C(=O)c2ccc(C)cc2)cc1	8	93	8	2.4	3.1	95	-0.1	0	88*	-88
O=C(COC(=O)c1cccnc1Nc1ccccc1F)NCCN1C(=O)CSC1=O	5	96	-9	0.99	0.8	108	-0.3	-1	-4	5
COc1nc(NC23CC4CC(CC(C4)C2)C3)nc(OC)n1	-5	104	10	1.1	1.6	93	1.5	-2	-1	1

High-throughput results as filed in PubChem.
